# FLuc counter: counter-screen for miR-21 project: firefly luciferase inhibitors or activators; P08659; purified FLuc, Km substrates, luminescence inhibition; Potency, µM (highest dose often 57.5 µM), without a hit: at the highest dose activity change, negative = inhibition, most hits filed as inhibitors; 360,000 compounds, 6.9% hits; AID 588342;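 also: potency is read from the fitted curve at half-maximal effect; plate controls were vehicle for no effect and reference inhibitor for full effect; nearly all actives have a fitted effect of over 55% in size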
#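 Purified P. pyralis luciferase (10nM final) with 10uM D-luciferin and 10uM ATP (Km levels) in 50mM Tris acetate pH 7.5, 10mM Mg acetate, 0.01% Tween-20, 0.05% BSA; qHTS 6-point titration, ~60 µM downward; luminescence read.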
# BRCA1 expr act: activators of BRCA1 expression; Potency, µM (doses to about 46.1 µM), for the others: top-dose activation, actives largely listed as activators; AID 624202; MCF7-BRCA1-FFLuc reporter, luminescence, 48 h; response scale: scaled: vehicle 0%, 10 µM genistein 100%; 380,000 compounds, 1.1% hits; also: potency is read from the fitted curve at half-maximal effect; nearly all actives have a fitted effect of over 80% in size; some results filed as inactive show a strong effect at the top dose
#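 First, MCF7-BRCA1-FFLuc cells (2000/well) attach for 2 h; next, compounds are pin-added and incubated 48 h at 37 °C; finally, luciferase reagent is added and luminescence read after 15 min.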
# Giardia killer: Giardia lamblia killing. 340,000 compounds, 0.15% hits. Giardia lamblia trophozoite viability. activity change, % at 7.66 µM, hits read low. AID 540267; in the data active = activity change below about -80%; inconclusive = between about -30% and that limit;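 also: parasites exposed to compound for two days anaerobically before the ATP read; % is scaled to controls: 0 for no effect and ±100 for the full control effect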
#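 Trophozoites 100 cells/well + cpd; 48 hrs, 37 deg C, anaerobic. ATPLite 1-Step added, 15-30 min RT, luminescence read (ATP-based viability).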
# ELG1 genotox: inducers of genotoxicity in HEK293T ELG1-luciferase cells. Potency, µM (doses to about 46 µM), for inactives: at the top dose activity change, positive = activation, hits mostly activators. HEK293T ELG1-luciferase reporter, luminescence, 16 h. 330,000 compounds, 1.3% hits. AID 504466; also: potency is read from the fitted curve at half-maximal effect; % of control where 0% means no effect; nearly all actives have a fitted effect of over 60% in size
#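 Screening used a luciferase reporter fused to human ELG1 in HEK293T cells. Luminescence was read on a CCD plate imager after 16 hr exposure and 30 min ONE-Glo incubation.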
# NPC1 promoter act: activates the NPC1 promoter | Potency, µM (series often up to 9.22 µM), for inactives: at the highest dose activation, hits mostly activators | Huh7 NPC1 promoter luciferase reporter, 24 h | AID 485313 | 320,000 compounds, 2.4% hits;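 also: potency is read from the fitted curve at half-maximal effect; % of control where 0% means no effect; nearly all actives have a fitted effect of over 60% in size; reporter is driven by a mutant NPC1 promoter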
#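 Luciferase expression driven by the NPC1 promoter was measured in stably transfected Huh7 cells after a 24 h compound incubation, using a luciferase reagent and a luminescence read.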
# Rab9 prom act: activates the Rab9 promoter; Huh7 Rab9 promoter-luciferase reporter, luminescence, 24 h; Potency, µM (top dose mostly 9.22 µM), inactives show at the highest dose activation, negative = inhibition, hits mostly activators; 320,000 compounds, 2.8% hits; AID 485297; also: potency is read from the fitted curve at half-maximal effect; % of control where 0% means no effect; nearly all actives have a fitted effect of over 60% in size
#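 Quantitative HTS format; Huh7 Rab9-luciferase reporter cells (1500/well) receive compound 2 h post-plating, incubate 24 h at 37 °C, then get luciferase reagent for 10 min before luminescence reading.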
# p53 reactivation: re-activators of mutant p53. H1299 p53-A138V BP100-luciferase reporter, luminescence, 24 h. 320,000 compounds, 0.063% hits. Potency, µM (titrated, usually from 92.2 µM), inactives show at the highest dose activity change, positive = activation, usual class: activators; also: potency is read from the fitted curve at half-maximal effect; % of control where 0% means no effect; nearly all actives have a fitted effect of over 45% in size
#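 p53-null H1299 cells stably carrying temperature-sensitive p53-A138V and a BP100-luciferase reporter were pinned with compounds (4-point, 1:5 series) and held 24 hrs at 37 deg C. Luminescence was read 10 min after detection reagent.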
# Menin MLL FP TR: menin-MLL binding inhibition, Texas Red mutant peptide | O00255 | 270,000 compounds, 0.23% hits | Menin + Texas Red MLL mutant peptide, fluorescence polarization | Potency, µM (top dose mostly 61.6 µM), inactives show at the highest dose FP activity change, negative = inhibition, most hits filed as inhibitors; active = well fitted inhibition curve with a large enough effect in the polarisation, with a control signal flat, not every such curve was filed as active; inconclusive = small, poorly fitted or top-dose-only effect, or effect the other way, or a change in a side signal; inactive = no such curve, though single readings can be large or run the other way; the % refers to the polarisation; also: potency is read from the fitted curve at half-maximal effect; % of control where 0% means no effect; many of its hits are not listed in these tables
# Target sequence (O00255 whole entry, looked up): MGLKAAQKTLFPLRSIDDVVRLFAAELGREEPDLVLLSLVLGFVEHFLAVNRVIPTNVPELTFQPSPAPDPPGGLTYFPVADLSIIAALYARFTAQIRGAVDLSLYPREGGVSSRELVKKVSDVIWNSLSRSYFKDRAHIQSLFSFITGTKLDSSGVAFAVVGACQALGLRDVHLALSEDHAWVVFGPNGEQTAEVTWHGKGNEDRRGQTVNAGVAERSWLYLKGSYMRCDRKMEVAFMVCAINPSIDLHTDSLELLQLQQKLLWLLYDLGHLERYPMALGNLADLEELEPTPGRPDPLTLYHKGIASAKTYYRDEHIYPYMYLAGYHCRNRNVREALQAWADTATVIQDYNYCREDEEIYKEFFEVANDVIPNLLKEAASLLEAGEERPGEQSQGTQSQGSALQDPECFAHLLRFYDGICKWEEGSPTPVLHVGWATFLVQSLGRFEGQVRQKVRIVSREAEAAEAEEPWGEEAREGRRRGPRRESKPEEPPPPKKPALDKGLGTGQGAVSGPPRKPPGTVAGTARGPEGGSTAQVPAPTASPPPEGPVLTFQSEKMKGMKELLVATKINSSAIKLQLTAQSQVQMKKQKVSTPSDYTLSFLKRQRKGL
# Gal4-VP16 FLuc: inhibits Gal4-VP16 luciferase reporter, ROR gamma counter-screen. 310,000 compounds, 3.5% hits. Drosophila S2 Gal4-VP16 UAS-luciferase, luminescence, 20 h. AID 2546. Potency, µM (top dose mostly 53.6 µM), for the others: top-dose activity, negative = inhibition, most hits filed as inhibitors;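 also: Gal4-VP16 expression switched on by copper sulfate through the metallothionein promoter; potency is read from the fitted curve at half-maximal effect; % is scaled to controls: 0 for no effect and ±100 for the full control effect; nearly all actives have a fitted effect of over 50% in size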
# PKM2 activator: increases activity of human pyruvate kinase M2; Potency, µM (series often up to 57.5 µM), for the others: at the highest dose activation, usual class: activators; P14618; purified PKM2, Kinase-Glo ATP luminescence, activation; response scale: 0% is enzyme alone, no compound; 260,000 compounds, 0.34% hits; AID 1631; also: potency is read from the fitted curve at half-maximal effect; % is scaled to controls: 0 for no effect and ±100 for the full control effect; nearly all actives have a fitted effect of over 55% in size
# Target sequence (P14618 whole entry, looked up): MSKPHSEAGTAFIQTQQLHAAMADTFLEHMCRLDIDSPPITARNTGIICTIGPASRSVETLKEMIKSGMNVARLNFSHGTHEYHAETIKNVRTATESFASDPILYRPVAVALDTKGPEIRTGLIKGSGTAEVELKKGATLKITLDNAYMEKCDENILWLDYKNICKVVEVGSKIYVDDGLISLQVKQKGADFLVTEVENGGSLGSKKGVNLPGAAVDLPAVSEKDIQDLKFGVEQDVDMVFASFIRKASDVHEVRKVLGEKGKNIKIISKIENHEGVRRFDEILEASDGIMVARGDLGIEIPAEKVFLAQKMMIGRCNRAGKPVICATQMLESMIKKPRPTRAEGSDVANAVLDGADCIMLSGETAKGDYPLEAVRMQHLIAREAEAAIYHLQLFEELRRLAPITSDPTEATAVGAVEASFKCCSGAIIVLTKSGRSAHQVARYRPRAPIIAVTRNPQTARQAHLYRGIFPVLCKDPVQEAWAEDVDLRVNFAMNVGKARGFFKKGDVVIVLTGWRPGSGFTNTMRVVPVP
#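 Purified hPK-M2 (>95% pure) converted ADP (0.1 mM final) to ATP with 0.5 mM PEP in 50 mM imidazole pH7.2, KCl, MgCl2, Tween 20, BSA; 1 h at room temperature. ATP detected by Kinase-Glo luminescence.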
# RORgamma inh: ROR gamma (mouse) transcription inhibition; P51450; Drosophila S2 Gal4-RORgamma UAS-luciferase reporter, 20 h; Potency, µM (highest dose often 53.6 µM), inactives show top-dose activity change, negative = inhibition, hits mostly inhibitors; 310,000 compounds, 5.4% hits; AID 2551; also: potency is read from the fitted curve at half-maximal effect; % is scaled to controls: 0 for no effect and ±100 for the full control effect; nearly all actives have a fitted effect of over 60% in size
#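 In this cell-based reporter format, copper sulfate (700 uM final) drives Gal4–ROR gamma fusion expression from a metallothionein promoter in Drosophila Schneider cells; compounds preincubated 1 hr, reporter read after 20 hr at ambient temperature.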
# An asterisk follows results filed as active; ? = inconclusive; · = no result given; & = joins results of further samples; [ ] = remark or other dose. Unless noted, calls follow the shape of the dose curve; as a rule, active = well fitted curve in the direction sought with a large enough effect; inconclusive = small, poorly fitted or top-dose-only effect, or another doubt; inactive = no such curve, though single readings can be large; an effect the other way counts as inactive or inconclusive. A portion of the library (hit frequency here may not be typical).
SMILES,FLuc counter,BRCA1 expr act,Giardia killer,ELG1 genotox,NPC1 promoter act,Rab9 prom act,p53 reactivation,Menin MLL FP TR,Gal4-VP16 FLuc,PKM2 activator,RORgamma inh
O=S(=O)(CC(c1ccccc1)N1CCCCC1)c1ccc(Cl)cc1 (centres undefined),-3%,-1%,4,-4%,-6%,1%,0%,·,-1%,5%,-2%
O=C(N/N=C/c1ccc([N+](=O)[O-])s1)c1cccc(Br)c1,-6%,-97%,?,-1%,-13%,-20%,7%,?,1.3µM*,-11%,1.1µM*
COC(=O)c1cc(Cc2ccc(N)c(C(=O)OC)c2)ccc1N,0%,-43%,-2,-7%,9%,-6%,-5%,11%,0%,-7%,-2%
N#CC1=C(SCc2ccc(C#N)cc2)N=C(N)C(c2nc(-c3ccccc3)cs2)C12CCCCC2 (centres undefined),3%,-66%,3,-10%,0%,-9%,-11%,?,-3%,3%,11µM*
CCCCCC(=O)NC(Nc1ccc(S(N)(=O)=O)cc1)C(Cl)(Cl)Cl (centres undefined),7%,-9%,2,0%,-4%,2%,8%,5%,-20%,2%,-3%[10 µM]
CCN(CC)S(=O)(=O)c1ccc(C(=O)N2CCCCC2)cc1,0%,-2%[1.84 µM],-4,3%,-1%,13%,-8%,5%,2%,-5%,15%
O=C(OCc1cc(=O)n2c(n1)sc1ccccc12)c1ccc2c(=O)n3c(nc2c1)CCC3,0%,-1%,9,-2%,0%,-1%,-3%,11%,-7%,-2%,11%
COc1ccc(S(=O)(=O)N2CCCC2C(=O)Nc2ccc(C(C)=O)cc2)cc1 (centres undefined),1%,-2%,-12,11%,-1%,3%,-1%,-3%,-11%,-2%,?
COc1ccc(NC(=O)c2cc([N+](=O)[O-])ccc2N2CCCC2)cc1,-3%,-26%,5,1%,-2%,-4%,-1%,26%,6%,1%,-18%
CCOC(=O)C1CCCN(CC(=O)Nc2nc(-c3ccccc3)cs2)C1 (centres undefined),-17%,-8%,-6,-5%,-6%,2%,3%,11%,?,-15%,6%[1.91 µM]
CCCOC(=O)C(C)n1cnc2scc(-c3ccc(C)cc3)c2c1=O (centres undefined),7%,-21%,-15,3%,1%,-4%,·,0%,5%,-1%,38%
CN(C(=O)C(=O)c1cn(CC(=O)N2CCCC2)c2ccccc12)C1CCCCC1,5%,-6%,-3,0%,2%,3%,-3%,-18%,-8%,-2%,4%
COc1ccc2cc(C(=O)C3CCCN(Cc4cccc(C)n4)C3)ccc2c1 (centres undefined),-16%,0%,8,-11%,-4%,-2%,-2%,?,13µM*,?,2µM*
O=C(COc1cccc2ccccc12)NNC(=O)c1cccs1,-17%,6%,4,2%,1%,-3%,-6%,3%,-3%,4%,-17%
CCCNC(=O)COC(=O)/C=C/c1ccc(C)o1,-5%,-24%,-21,2%,1%,-1%,22%,-3%,-18%,2%,7%
Cc1ccc(C(=O)N/N=C\c2cc3c(cc2Br)OCO3)s1,-15%,-23%,0,7%,-2%,-4%,-21%,-1%,-24%,23%,-35%
CCOC(=O)C(NC(=O)CC)(Nc1ccc(S(=O)(=O)Nc2cc(C)on2)cc1)C(F)(F)F (centres undefined),8%,1%,11,-2%,-3%,6%,23%,10%,-11%,-5%,-24%
O=C1CC(SC2=NCCS2)C(=O)N1c1ccc(Cl)cc1 (centres undefined),1%,25%,4,4%,0%,-1%,-2%,-14%,-7%,3%,13%
Cn1c(C(=O)N2CCC(C(=O)N3CCN(Cc4ccc5c(c4)OCO5)CC3)CC2)cc2sccc21,1%,-26%,-8,-28%,-8%,-15%,-5%,-1%,?,-4%,?
CNC(=O)COc1ncnc2scc(-c3ccc(F)cc3)c12,2%,14%,-21,0%,-2%,15%,-3%,-11%,18%,-2%,1%
CC(C(=O)c1ccc(-c2ccccc2)cc1)[n+]1cccc(C(N)=O)c1 (centres undefined),0%,-12%,19,1%,-2%,9%,?,?,-2%,-9%,-8%
O=c1[nH]c2ccc(Cl)cc2c(-c2ccccc2)c1SC(=S)N1CCCCC1,-16%,-90%[inhibitor],1,-7%,1%,-5%,-5%,2%,7.1µM*,6%,5.6µM*
CCOC(=O)CSc1nnc2n(C3CCCCC3)c(=O)c3c4c(sc3n12)CCCC4,6%,-3%,17,-4%,-3%,-4%,13%,?,3%,4%,-8%[10 µM]
N#Cc1ccc(CSc2nnc(NC(=O)CCc3nc4ccccc4c(=O)[nH]3)s2)cc1,-1%,-1%,-13,1%,-1%,-6%,-2%,·,·,·,·
COC(=O)c1cnc(NNS(=O)(=O)c2ccc(Cl)cc2)nc1C(F)(F)F,1%,2%,0,-4%,-1%,-5%,-3%,·,-3%,-1%,-17%
c1ccc(-c2ccccc2OCCCN2CCCCC2)cc1,1%,-24%,-25,-8%,0%,-4%,-4%,-10%,-12%,-20%,-2%
CC(=O)Nc1ccc(S(=O)(=O)NNc2ccc([N+](=O)[O-])cc2)cc1,-4%,-11%,18,5%,1%,-3%,·,21%,-8%,11%,-5%
Cc1ccc(NC(=O)c2cnccn2)cc1,?,107%,-16,?,2.5µM*,3.2µM*,23%,0%,2%[10 µM],-17%,0%
CN(CC(=O)Nc1cccc(F)c1)C(=O)CCc1nc2ccccc2c(=O)[nH]1,3%,-30%,-10,0%,-3%,1%,1%,·,·,·,·
CC(NC(=O)CCc1ccccc1)c1ccc2c(c1)OCO2 (centres undefined),-3%,-1%,14,-2%,1%,-1%,1%,-20%,3%,-15%,-7%[1.91 µM]

# NPC1 promoter act, hit marks shown above.
SMILES | BRCA1 expr act | NPC1 promoter act | Rab9 prom act | p53 reactivation | Menin MLL FP TR | PKM2 activator | RORgamma inh
Cc1ccc(NC(=O)c2cnccn2)cc1 | 107% | 2.5µM* | 3.2µM* | 23% | 0% | -17% | 0%

# Next structures
SMILES,FLuc counter,BRCA1 expr act,Giardia killer,ELG1 genotox,NPC1 promoter act,Rab9 prom act,p53 reactivation,Menin MLL FP TR,Gal4-VP16 FLuc,PKM2 activator,RORgamma inh
Cc1c(CCC(=O)O)c(=O)oc2cc(OCc3ccccc3Br)ccc12,?,-59%,-23,-3%,-4%,-3%,-7%,16%,3.2µM*,·,-40%
O=C(Nc1ccncc1)c1c(F)cccc1F,-3%,31%,-2,-8%,16%,-4%,-13%,-10%,?,-2%,?
Cc1ccc(C(C(=O)NC2CCCC2)N(C(=O)Cc2cccs2)c2ccc(C)c(C)c2)o1 (centres undefined),-3%,-51%,-10,-9%,-2%,-5%,-2%,7%,0%,3%,2%
COc1cc(C(=O)O)ccc1OCc1ccncc1,0%,-11%,9,-5%,0%,0%,1%,-1%,-5%,1%[11.5 µM],?
COCc1cc(=O)n2[nH]c(C)nc2n1,-2%,14%,10,-1%,-3%,0%,-12%,18%,0%,-8%,-14%
NC(=O)c1ccc(Sc2nnc(-c3cccs3)n2CC2CCCO2)c([N+](=O)[O-])c1 (centres undefined),-2%,-14%,31[activator],0%,0%,1%,3%,-13%,-66%,1%,-24%
COc1cccc(C(=O)n2ccc(-c3cccs3)n2)c1,3.4µM*,-7%,-20,3%,-2%,3%,2%,·,0%,1%,-10%
CC(=O)Nc1nnc(SCc2cc(=O)c(OC(=O)c3ccccc3)co2)s1,4%,-18%,-5,-2%,-4%,3%,1%,7%,5%,-2%,5%
NS(=O)(=O)c1ccc(N2CCOCC2)c(C(=O)NCCCSc2ccccc2)c1,2%,-3%,21,0%,-1%,-4%,?,·,·,·,·
CCCCc1ccc(-c2nc(-c3ccncc3)no2)cc1,1.9µM*,118%,?,23µM*,0.45µM*,0.35µM*,27%,14%,1%,1%,-2%
Clc1cccc(CNc2nc(-c3cccnc3)nc3ccccc23)c1,6%,-47%,-3,0%,-7%,1%,-9%,18%,-3%,0%,-6%
COC(=O)C1=C(C)N(Cc2ccccc2)C(=NCc2cccc(C(F)(F)F)c2)N[C@H]1c1cccc(F)c1,3%&0%,-69%,16,-9%,-5%&1%,0%&-3%,-7%,?,?,?,?
COC(=O)c1ccc(NS(=O)(=O)c2cc(C)ccc2OC)cc1,1%,-21%,9,0%,-1%,-8%,-6%,-1%,-9%,0%,27%
COC(=O)c1cc(C)sc1NC(=O)CN1CCN(C(=O)c2ccco2)CC1,0%,-6%,15,-7%,0%,7%,-6%,·,1%,5%,4%
CCCCn1c(CN2CCN(C)CC2)nc2ccccc21,-3%,4%,0,-2%,4%,-1%,7%,?,-8%,-16%,7%
CCN(C(=O)Cn1cc(C(F)(F)F)ccc1=O)c1c(N)n(Cc2ccccc2)c(=O)[nH]c1=O,-2%,6%,-15,0%,1%,0%,0%,19%,-1%,0%,-5%

# Screening data deposited in PubChem by National Center for Advancing Translational Sciences (NCATS).
